Screening data deposited in PubChem by several laboratories.
SUMO1 PPI mod – modulators of SUMO1 protein-protein interactions, primary screen, biochemical, uHTS; Small ubiquitin-related modifier 1 (Homo sapiens), P63165; SUMO1 binding to a labelled peptide, TR-FRET, 1 h; inhibition, % at 20 µM; 360,000 tested, 0.33% active; AID 602429, 2012; in the data active = inhibition above about 37%
Target sequence (P63165 whole entry, looked up): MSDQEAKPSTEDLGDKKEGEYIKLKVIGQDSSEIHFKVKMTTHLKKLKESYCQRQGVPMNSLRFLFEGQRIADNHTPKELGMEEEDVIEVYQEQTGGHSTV
LMPTP inh – LMPTP phosphatase inhibitors, primary screen, biochemical, fluorescence intensity, uHTS. recombinant LMPTP-A, OMFP fluorogenic substrate. Low molecular weight phosphotyrosine protein phosphatase (Homo sapiens), P24666. 360,000 tested, 0.22% active. inhibition, % at 20 µM;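 active = compounds that cut the enzyme signal by at least half of the control window in the single-dose screen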;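 also: plate controls were DMSO wells with enzyme plus substrate for no effect and substrate without enzyme for full effect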
Target sequence (P24666 whole entry, looked up): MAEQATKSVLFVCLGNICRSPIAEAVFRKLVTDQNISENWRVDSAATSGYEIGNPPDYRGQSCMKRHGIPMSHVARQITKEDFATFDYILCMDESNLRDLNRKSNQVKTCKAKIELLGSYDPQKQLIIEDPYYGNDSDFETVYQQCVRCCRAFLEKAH
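Buffer or medium: Bis-Tris pH 6.0, DTT, detergent; Assay system: LMPTP-A enzyme; Quantity: 0.625 nM enzyme; Detection: endpoint fluorescence intensity; Times: 50 min dark incubation at room temperature; Controls: substrate-only low control, DMSO enzyme-plus-substrate high control; Doses: single 20 µM dose; Read-out: percent inhibition versus substrate-only and uninhibited controls; Reagent: 400 µM OMFP.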
Rpn11 inh – Rpn11 (PSMD14) deubiquitinase inhibitors, primary screen, biochemical, fluorescence polarization, uHTS; 26S proteasome non-ATPase regulatory subunit 14 (Homo sapiens), O00487; human 26S proteasome, Ub4-pepOG fluorescence polarization; 20S core pre-blocked with epoxomicin; calls only at 20 µM; 360,000 tested, 0.59% active; AID 588493, 2011;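 active = inhibition at 20 µM, scaled to each plate's controls, above about 33%, limit read from the data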
MsrA inhibitor – bovine MsrA enzyme inhibitors, primary screen, biochemical, absorbance, HTS. Methionine sulfoxide reductase A (Bos taurus). purified bovine MsrA, absorbance read-out. inhibition, % at 15.5 µM. 360,000 tested, 0.75% active. AID 651718, 2012; in the data active = inhibition above about 4.5%;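 also: 0% = vehicle wells with enzyme and 100% = reference inhibitor wells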
CSN inh – inhibitors of CSN-mediated cullin deneddylation, primary screen, biochemical, fluorescence polarization, uHTS; COP9 signalosome complex subunit 5 (Homo sapiens), Q92905; Purified CSN, SCF-Nedd8-OG deneddylation; inhibition, % at 12.5 µM; 360,000 tested, 0.38% active; AID 651999, 2013;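 active = pattern-corrected inhibition above about 35%, with an unprinted fluorescence ratio check between 0.5 and 1.5, limit read from the data, passing the limit was not always enough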;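 also: 0% = enzyme with substrate and 100% = substrate without enzyme; some results filed as inactive read as strong as hits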
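test system = HEK293T-derived human Csn5 enzyme | amount = 0.24 nM Csn5 enzyme, final concentration | medium = Tris/NaCl/DTT buffer, pH 7.5 | schedule = 90 min reaction at room temperature | signal = FP | evaluation = inhibition of Csn5 cleavage, % | compound dosing = single dose of 12.5 µM compound with 0.25% DMSO | probe or stimulus = 10 nM SCFSkp2-Nedd8OG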
DNMT1 block – human DNMT1 methyltransferase inhibitors, primary screen, biochemical, molecular beacon, fluorescence, HinP1I cleavage, uHTS; DNA (cytosine-5)-methyltransferase 1 (Homo sapiens), P26358; inhibition (reported as % activation of signal), % at 10 µM; 360,000 tested, 0.83% active; in the data active = inhibition above about 50%
NadD block – inhibitors of S. aureus NadD, primary screen, biochemical, colorimetric, uHTS | inhibition, % at 20 µM | 360,000 tested, 0.78% active | Nicotinate-nucleotide adenylyltransferase NadD (Staphylococcus aureus N315) | AID 602399, 2012 | purified NadD enzyme, colorimetric absorbance read-out; in the data active = inhibition above about 26%; also: some compounds past the cut are filed as inactive
TbMetRS inhib – T. brucei MetRS inhibitors, primary screen, biochemical, luminescence; purified T. brucei MetRS, ATP depletion, Kinase-Glo luminescence; methionyl-tRNA synthetase (Trypanosoma brucei brucei); 360,000 tested, 0.4% active; inhibition, % at 11.9 µM;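 active = inhibition above a per-plate cutoff of the control wells' mean inhibition plus 3 SD, cut at about 5.5% in these data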;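 also: 0% = DMSO wells median and 100% = median of wells with control inhibitor compound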
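Assay system: T. brucei methionyl-tRNA synthetase, purified | Medium: HEPES buffer with MgCl2, KCl, DTT, spermine, BSA, pyrophosphatase | Compound: 11.9 µM single point | Incubation: 15 min enzyme-compound preincubation, 2 h reaction, 10 min detection, 25 °C | Measured by: Kinase-Glo luciferase luminescence reporting remaining unconsumed ATP | Measure: % inhibition normalized to control-well medians | Replication: Singlicate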
STEP block – STEP phosphatase inhibitors, primary screen, biochemical, fluorescence intensity, uHTS. AID 588621, 2011. Tyrosine-protein phosphatase non-receptor type 5 (Homo sapiens), P54829. 360,000 tested, 0.25% active. recombinant STEP, OMFP fluorogenic substrate. inhibition, % at 20 µM;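 active = inhibition at 20 µM, scaled per plate between control wells, above about 37%, limit read from the data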;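 also: 0% = DMSO with enzyme and substrate and 100% = substrate only without enzyme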
Target sequence (P54829 whole entry, looked up): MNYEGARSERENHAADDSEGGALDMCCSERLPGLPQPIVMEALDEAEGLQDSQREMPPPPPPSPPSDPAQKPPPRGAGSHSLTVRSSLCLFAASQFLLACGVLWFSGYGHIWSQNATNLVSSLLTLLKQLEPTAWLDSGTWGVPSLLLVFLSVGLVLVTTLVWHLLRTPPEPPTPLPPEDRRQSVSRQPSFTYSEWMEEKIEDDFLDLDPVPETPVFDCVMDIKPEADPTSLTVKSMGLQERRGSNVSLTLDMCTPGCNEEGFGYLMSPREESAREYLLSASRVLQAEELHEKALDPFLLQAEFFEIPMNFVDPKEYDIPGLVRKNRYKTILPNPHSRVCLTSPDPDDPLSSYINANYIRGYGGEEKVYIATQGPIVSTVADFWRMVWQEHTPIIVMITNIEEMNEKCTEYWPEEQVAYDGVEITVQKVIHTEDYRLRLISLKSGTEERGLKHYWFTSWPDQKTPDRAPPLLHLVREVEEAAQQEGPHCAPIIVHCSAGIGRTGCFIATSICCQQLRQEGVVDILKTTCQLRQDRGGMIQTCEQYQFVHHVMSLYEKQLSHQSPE
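Also added – OMFP at 25 µM · Test system – STEP tyrosine phosphatase · Technique – FITC-channel fluorescence of OMFP product · Schedule – 20 min at room temperature, dark · Evaluation – control-normalized % inhibition with plate pattern correction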
Scp-1 inhibitor – Scp-1 phosphatase inhibitors, primary screen, biochemical, colorimetric, uHTS; inhibition, % at 20 µM; 340,000 tested, 0.88% active; Carboxy-terminal domain RNA polymerase II polypeptide A small phosphatase 1 (Homo …; AID 493091, 2011; Recombinant Scp1, phosphopeptide, malachite green phosphate absorbance;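 active = inhibition above about 50% at 20 µM, limit read from the data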;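 also: plate controls were DMSO wells with enzyme for no effect and wells lacking enzyme for full effect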
Target sequence (Q9GZU7 76-261 limits assumed): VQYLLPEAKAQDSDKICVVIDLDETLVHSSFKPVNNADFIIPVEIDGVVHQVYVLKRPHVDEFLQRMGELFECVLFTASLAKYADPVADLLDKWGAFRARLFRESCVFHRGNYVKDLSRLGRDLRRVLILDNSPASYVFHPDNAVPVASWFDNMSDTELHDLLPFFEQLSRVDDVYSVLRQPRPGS
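Test system: SCP-1 catalytic domain; Buffer or medium: Acidic Tris acetate buffer with magnesium and detergent; Also added: Phosphorylated 17-residue peptide substrate; Compound: single 20 µM dose, 1% DMSO; Schedule: enzyme reaction 45 min at room temperature, colour 5 min, stabilisation 30 min; Signal: Phosphate-binding colour reagent, absorbance read at 630 nm.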
* marks the source's active call; other numbers are inactive results; i = inactive; . = not tested or not shown; & = joins results of further samples. The order is random; overall some 3.9% were active at least once.

no. | SMILES | SUMO1 PPI mod | LMPTP inh | Rpn11 inh | MsrA inhibitor | CSN inh | DNMT1 block | NadD block | TbMetRS inhib | STEP block | Scp-1 inhibitor
1 | Cc1ccc(N2C(=O)N3[C@H](c4ccc(F)cc4)[C@@H]4C(=O)N(C5CCCCC5)C(=O)[C@@H]4[C@]3(Cc3ccccc3)C2=O)cc1 | 5 | 0.0 | i | 0.1 | -2 | -12 | 11 | -0.2 | 1 | -8
2 | COc1ccc(NS(=O)(=O)c2cccc(C(=O)NNC(=O)c3ccc(O)c(Cl)c3)c2)cc1 | 8 | -1.1 | i | -0.3 | 5 | -1 | -4 | -0.3 | -2 | 4
3 | COc1ccc(NC(=O)C(CC(C)C)NC(=O)c2ccccc2C)cn1 (stereo not drawn) | -1 | -1.3 | i | -2.3 | 0 | -6 | 2 | -0.4 | 2 | -5
4 | Cn1c(CO)nc2c3ccccc3ccc21 | 0 | -0.2 | i | -1.6 | 5 | 2 | -9 | -0.1 | 2 | -8
5 | Cn1c(N2CCC(C(N)=O)CC2)nc2c1c(=O)n(Cc1ccc(Cl)cc1)c(=O)n2C | 3 | -1.4 | i | -0.6 | 2 | 0 | -1 | -0.6 | -4 | -2
6 | CCC(C(=O)NCc1ccccc1)n1c(C2CCN(C(C)=O)CC2)nc2ccccc21 (stereo not drawn) | -4 | 0.3 | . | 1.6 | -6 | . | . | -0.1 | . | .
7 | CCN(CC)C(=O)c1ccc2c(=O)n(Cc3ccc4c(c3)OCO4)c(=S)[nH]c2c1 | -7 | 0.4 | i | 1.1 | 2 | 2 | 3 | -1.6 | 1 | -17
8 | Cc1cccc(C)c1NC(=O)CN(C)CC(=O)N(C)CC(=O)Nc1ccccc1Br | 2 | -0.3 | i | 0.0 | -1 | 4 | -2 | 0.3 | 0 | -2

Overlap with the part before: 2 compounds, then new ones.
no. | SMILES | SUMO1 PPI mod | LMPTP inh | Rpn11 inh | MsrA inhibitor | CSN inh | DNMT1 block | NadD block | TbMetRS inhib | STEP block | Scp-1 inhibitor
7 | CCN(CC)C(=O)c1ccc2c(=O)n(Cc3ccc4c(c3)OCO4)c(=S)[nH]c2c1 | -7 | 0.4 | i | 1.1 | 2 | 2 | 3 | -1.6 | 1 | -17
8 | Cc1cccc(C)c1NC(=O)CN(C)CC(=O)N(C)CC(=O)Nc1ccccc1Br | 2 | -0.3 | i | 0.0 | -1 | 4 | -2 | 0.3 | 0 | -2
9 | O=C(NCCCN1CCOCC1)Nc1ccc(Cc2ccc(NC(=O)NCCCN3CCOCC3)cc2)cc1 | 1 | -2.0 | i | 0.4 | 0 | -19 | -2 | -0.2 | -3 | -10
10 | Cc1ccc(Oc2ccc(OCC(=O)Nc3ccncc3)cc2)cc1 | 6 | 0.8 | i | -1.4 | 5 | -6 | 0 | 0.1 | 3 | .
11 | COc1ccc(-n2ncc3c(=O)n(CC(=O)Nc4ccc(S(=O)(=O)N5CCOCC5)cc4)cnc32)cc1 | 4 | -1.0 | i | 2.7 | 0 | -1 | 3 | -0.6 | 1 | -9
12 | Cc1c(O)cccc1C(=O)N[C@@H](CSc1ccccc1)[C@H](O)CN1C[C@H]2CCCC[C@H]2C[C@H]1C(=O)NC(C)(C)C | 3&0 | 0.3&2.0 | i | -1.2&1.7 | -4&-4 | -13&-12 | 10&13 | 0.1&-1.1 | -4&-2 | -4&-6
13 | COc1ccc(/C=C2/SC(=O)N(CC(=O)Nc3cc(C)on3)C2=O)cc1OC | -7 | -0.4 | i | -0.2 | 5 | -3 | -3 | 0.2 | -4 | -9
14 | O=C(CCN1C(=O)S/C(=C\c2ccc(F)cc2)C1=O)Nc1ccc(O)cc1C(=O)O | -17 | 0.8 | i | 3.3 | 0 | 4 | -2 | 0.2 | 2 | 0
15 | COc1ccc(N2C(=O)C(CC(=O)Nc3ccc(F)cc3)N(CCc3cccs3)C2=O)cc1 (stereo not drawn) | 0 | -2.7 | i | 1.1 | -2 | -3 | 1 | 0.3 | 3 | 1
16 | CCN1CCN(C(c2cccs2)C(C)NC(=O)CC(C)C)CC1 (stereo not drawn) | 3 | -1.2 | i | -0.6 | 1 | 5 | -9 | 0.0 | -1 | -8

Sorted by the number under LMPTP inh (rising): some entries from above.
| entry | smiles | LMPTP inh |
| --- | --- | --- |
| 16 | CCN1CCN(C(c2cccs2)C(C)NC(=O)CC(C)C)CC1 (stereo not drawn) | -1.2 |
| 11 | COc1ccc(-n2ncc3c(=O)n(CC(=O)Nc4ccc(S(=O)(=O)N5CCOCC5)cc4)cnc32)cc1 | -1.0 |
| 13 | COc1ccc(/C=C2/SC(=O)N(CC(=O)Nc3cc(C)on3)C2=O)cc1OC | -0.4 |
| 10 | Cc1ccc(Oc2ccc(OCC(=O)Nc3ccncc3)cc2)cc1 | 0.8 |

(more compounds)
no. | SMILES | SUMO1 PPI mod | LMPTP inh | Rpn11 inh | MsrA inhibitor | CSN inh | DNMT1 block | NadD block | TbMetRS inhib | STEP block | Scp-1 inhibitor
17 | CSc1ncccc1C(=O)OCC(=O)NCc1cccs1 | 0 | -0.2 | i | -0.2 | -2 | 3 | 0 | -0.4 | 0 | 8
18 | COc1ccc(OC)c(NS(=O)(=O)c2ccc3[nH]c(=O)[nH]c3c2)c1 | 2 | -0.9 | i | 0.5 | -3 | -6 | 1 | 0.2 | 0 | .
19 | O=C(CSc1nc2ccsc2c(=O)n1Cc1ccccc1)NCC1CCCO1 (stereo not drawn) | 5 | -0.3 | i | 2.1 | 1 | -2 | -3 | -0.9 | -1 | -5
20 | CC1(C)Cc2nc(-c3ccccc3)nc(SCC(=O)N3CCCC3)c2CO1 | 6 | -1.0 | i | 0.6 | -3 | 4 | -3 | -0.2 | 2 | -3
21 | N#CC1(P(=O)(c2ccccc2)c2ccccc2)CCCC1 | -4 | -1.7 | i | 1.0 | 13 | 0 | 4 | -0.2 | 0 | -3
22 | C/C(=N\NC(=O)C(O)c1ccccc1)c1cccnc1 (stereo not drawn) | 6 | -1.4 | i | 2.0 | -2 | 2 | 1 | -0.1 | 0 | -5
23 | O=C(CN1C(=O)C(=O)N(C2CCCC2)C1=O)Nc1ccc([N+](=O)[O-])cc1 | -11 | -1.0 | i | 0.1 | 2 | -3 | -3 | 0.1 | -2 | -8
24 | C/C(=C/c1oc2ccc(O)cc2c1[N+](=O)[O-])N(C)C | -39 | 11 | i | 1.9 | 2 | -8 | -2 | 0.5 | 7 | -4
25 | C[C@H](CO)N1C[C@H](C)[C@@H](CN(C)C(=O)Nc2ccc(C(F)(F)F)cc2)Oc2ccc(NC(=O)Cc3ccccc3)cc2C1=O | 18 | 0.8 | i | 0.5 | -1 | -10 | -3 | -0.1 | -4 | -8
26 | Cc1ccc(NS(=O)(=O)c2cccc3cccnc23)c(Cl)c1 | 2 | 1.6 | i | 0.9 | 3 | 3 | -4 | 0.0 | 0 | -7
27 | COc1ccc(N(CC(=O)N/N=C(\C)c2ccccc2)S(=O)(=O)c2ccccc2)cc1 | 1 | -0.3 | i | -1.3 | 2 | 8 | -3 | -1.2 | 0 | -3
28 | Cc1c(Cl)cccc1NC(=S)NCC(c1cccnc1)N(C)C (stereo not drawn) | -2 | -1.7 | i | 0.0 | 2 | 4 | 1 | -0.1 | -1 | -8
29 | O=C(NCc1c(Cl)cccc1Cl)c1ccc2nnsc2c1 | -6 | -0.7 | i | -1.1 | -1 | -5 | 1 | -0.2 | 1 | -4
30 | Cc1ccc(NC(=O)CSc2ccc(-c3ccco3)nn2)c(C)c1 | -2 | -1.3 | i | -1.1 | -6 | -6 | -7 | -1.0 | -2 | -7
31 | Cc1cc2occ(CC(=O)OCC(=O)Nc3sc4c(c3C#N)CCC(C)C4)c2cc1C (stereo not drawn) | 2 | 1.9 | i | -0.5 | -3 | -5 | -1 | -0.3 | 1 | -15
32 | CC(=O)c1cccc(NC(=O)NN2CCN(C)CC2)c1 | -3 | -1.5 | i | -1.0 | 3 | -2 | 1 | 0.2 | -2 | -2
33 | Fc1ccc(CSc2ncnc3nc[nH]c23)cc1 | 3 | -0.1 | i | -1.8 | -2 | -3 | -4 | 0.5 | -2 | -9
34 | CC(=O)c1cccc(NC(=O)/C=C/c2ccc(S(=O)(=O)N3CCOCC3)cc2)c1 | -22 | 0.3 | i | 1.3 | 0 | 0 | 2 | 0.1 | 4 | -7
35 | CCOc1ccc(OCc2ccc(C(=O)N3CCc4ccccc4C3)o2)cc1 | -2 | 1.9 | i | -0.5 | 5 | 2 | -7 | -0.5 | 3 | -1
36 | O=C1c2ccccc2C2=Nc3ccccc3SC(c3ccc(Cl)cc3)C12 (stereo not drawn) | -14 | 3.2 | i | 0.7 | -1 | -6 | 7 | -0.1 | 1 | -3
37 | CNc1nc(SCC(=O)Nc2ccc(Cl)c(Cl)c2)nc(N2CCOCC2)n1 | 1 | 1.7 | i | -0.5 | 0 | 10 | 0 | -0.3 | 2 | 1
38 | CN(C(=O)COC(=O)c1cc2ccccc2cc1O)c1ccccc1 | -16 | 1.5 | i | 1.4 | 6 | -1 | -7 | -0.1 | 1 | -13
39 | COc1cc(S(=O)(=O)N(Cc2ccc(C)cc2)C2CCCCC2)ccc1-n1cnnn1 | 2 | 3.2 | i | . | 0 | -8 | 4 | 0.3 | 1 | -11
40 | CCCCN(C)S(=O)(=O)c1ccc(C(=O)Nc2nnc(-c3ccco3)o2)cc1 | 4 | -1.8 | i | 2.5 | 0 | -1 | 18 | -0.5 | 0 | -7
